Screens deposited in PubChem BioAssay by Fisher Drug Discovery Resource Center.
mcGAS MS inh: inhibitors of Mus musculus cyclic GMP-AMP synthase, initial high-throughput assay, cell-free, RapidFire MS | Q8C6L5 | recombinant mouse cGAS, cGAMP by RapidFire MS | inhibition, % at 12.5 µM | hit rate 0.18% among 130,000;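 active means inhibition of cGAS enzyme activity at or above 60%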;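 further: enzyme stimulated by 45 bp dsDNA with ATP and GTP substrates; cGAMP share of summed cGAMP plus half ATP and half GTP signals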
Target sequence (Q8C6L5 whole entry, looked up): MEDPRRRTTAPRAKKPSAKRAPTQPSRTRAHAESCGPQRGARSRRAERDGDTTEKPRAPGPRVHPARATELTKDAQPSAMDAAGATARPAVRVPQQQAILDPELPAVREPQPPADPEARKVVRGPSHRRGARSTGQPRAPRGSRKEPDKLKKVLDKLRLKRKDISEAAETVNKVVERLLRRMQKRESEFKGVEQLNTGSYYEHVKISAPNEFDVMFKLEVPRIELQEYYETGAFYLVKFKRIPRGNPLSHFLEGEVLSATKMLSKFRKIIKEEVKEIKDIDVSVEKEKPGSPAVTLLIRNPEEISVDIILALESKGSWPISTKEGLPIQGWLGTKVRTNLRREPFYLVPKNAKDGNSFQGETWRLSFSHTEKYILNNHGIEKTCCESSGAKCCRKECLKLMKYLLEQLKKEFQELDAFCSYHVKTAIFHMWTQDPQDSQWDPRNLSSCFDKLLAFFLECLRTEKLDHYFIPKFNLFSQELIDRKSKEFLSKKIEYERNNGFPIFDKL
* marks the source's active call; other numbers are inactive results; & = joins results of further samples. This is a subset, so the mix of outcomes need not match the whole.

SMILES | mcGAS MS inh
O=C1C=CC(=O)N1Nc1nc(=O)[nH]c2ccccc12 | 2.7
C=CCN1C(=O)C(CSCC(=O)O)NC1=S (centres undefined) | -3.3
Cc1cc(C)c(C)c(S(=O)(=O)Nc2cc(SCC(=O)O)c(O)c3ccccc23)c1C | -3.3
CCN(CC(C)(C)O)C(=O)Nc1cccc(N(C)C(C)C)c1 | 0.7
Cc1noc(C(C)C)c1C(=O)NC1CCN(C2CC2)CC1 | -11.0
O=C(OCc1cccc2c1OCCO2)C1CCS(=O)(=O)C1 (centres undefined) | -6.7
O=C1OC(=C2C(=O)C(=O)N(c3ccccc3)C2c2ccccc2)C=C1Nc1ccccc1 (centres undefined) | -3.3
CCOC(=O)C1CCN(C(=O)c2ccc(-n3nc(-c4ccccc4)cc3NC(C)=O)cc2)CC1 | -1.3
Cc1cc2c(=O)n(C)c(SCc3ccc(Cl)cc3)nc2s1 | 2.0
O=C1OC(c2cccc(Br)c2)=N/C1=C\C=C\c1ccccc1 | -11.2
O=C(C#Cc1ccccc1)Nc1ccc(C(=O)NC23CC4CC(CC(C4)C2)C3)cc1 | -1.4
Cc1c(F)cccc1NC(=O)CNCCc1ccccn1 | -16.9
CN(C)C(=O)COC(=O)c1csc(-c2ccc3c(c2)OCCO3)n1 | -5.1
Cn1ccnc1CN1CCN(c2nc3nonc3nc2N2CCCCC2)CC1 | 1.9
O=P(NCc1cn2ccccc2n1)(c1ccccc1)c1ccccc1 | -17.7
COc1ccccc1Cn1cc(C(=O)NCc2cccc(C(F)(F)F)c2)sc1=O | -9.5
O=c1oc2ccccc2c(N2CCC(c3ccccc3)C2)c1[N+](=O)[O-] (centres undefined) | 2.3
CCc1cc(C#N)c(NC(C)=O)s1 | -19.8
O=S1(=O)CCC(Nc2nc(-c3cccnc3)nc3scc(-c4ccccc4)c23)C1 (centres undefined) | -3.5
Cc1nccn1-c1ccc(NC(=O)C2CCCN(Cc3ccc4c(c3)CCO4)C2)cc1 (centres undefined) | -4.6&-3.2
CC(C)c1ncc(C(=O)N2CCC3(CCNCC3)CC2)cn1 | -6.2
Cc1ccc(NC(=O)CNCCNc2ncccc2C)c(C)c1 | -2.6
CC(C)CCNC(=O)CCc1nnc2n(CCCOC(C)C)c(=O)c3ccccc3n12 | -11.1
CCOC(=O)N1CCN(C(=O)c2csc3nc(-c4cccc(Cl)c4)cn23)CC1 | -10.3
COCC(=O)N1CCCN(Cc2cc3c(cc2OC)OCCCO3)CC1 | -16.1
Cc1nn(-c2ccc(N3CCCCC3)nn2)c2c1C(c1ccc(OC(C)C)cc1)CC(=O)N2 (centres undefined) | 3.6
CC(C)C(=O)N1CCOCC2(CN(Cc3ccc(N(C)C)nc3)CCO2)C1 (centres undefined) | -10.7
Cc1ccccc1C1(O)CCN(C/C=C/c2ccco2)C1 (centres undefined) | -13.2
Cc1c(NCC2CCCO2)nn2c(C(F)(F)F)nnc2c1C (centres undefined) | -12.4
Cc1ccc(C(=O)N2[C@H]3CCNC[C@@H]2CC3)cc1N1CCNC1=O | -19.5
O=C(CCC1CCN(C(=O)c2ccoc2)CC1)N1CCC(Cc2ccccc2)CC1 | -9.8
CC1CCC(NC(=O)c2ccc(Br)o2)CC1 (centres undefined) | -4.9
O=C(Nc1nccs1)C1=COCCO1 | -21.2
Cc1cccc(N2CCN(CCNC(=O)c3ccc(F)cc3)CC2)c1 | -16.3
Cc1c(C(=O)NCc2cccnc2Oc2ccccc2F)cnc2ccnn12 | -24.4
CCC(=O)c1cc(Br)ccc1OCc1ccc(C)cc1 | 5.5
CCCN1C(=S)NC(c2cccc(Cl)c2)C(C(=O)NC(C)(C)C)=C1C (centres undefined) | -10.8
Cc1cccc(OCC(=O)N2CCOC(c3ccccc3)C2)c1 (centres undefined) | -3.7
N#Cc1c(N)n(-c2ccc(I)cc2)c2nc3ccccc3nc12 | -4.8
CCOc1ccc2c(c1)/C(=C(\C(Cl)=C(Cl)Cl)[N+](=O)[O-])N2 | 13.4
Cc1noc(C)c1C(=O)OCC(=O)c1cc(C)n(-c2nccs2)c1C | -3.8
COC(=O)c1cccnc1Sc1nc2cc(Cl)ccc2s1 | 1.2
CC1CSc2nnc(CCc3ccccc3)n21 (centres undefined) | 16.6
Cn1cc(C(=O)Nc2ccc(Br)cc2)c2[nH]c(=O)n(-c3ccc(F)cc3)c(=O)c21 | -29.9
N#CCCN(CCC#N)S(=O)(=O)c1ccc(Cl)cc1 | -9.0
COc1ccccc1Nc1nc2ccc(SC)cc2s1 | -0.4
O=S(=O)(Nc1nc2ccccc2nc1N1CCCC1)c1ccc(F)c(F)c1 | 0.3
CS(=O)(=O)N1CCC(Oc2cccc(C(=O)NCCCOc3cccnc3)c2)CC1 | -0.5
CN1CCN(c2cc(OCCNS(=O)(=O)c3cccs3)ncn2)CC1 | -9.5
O=C1OC(c2ccc([N+](=O)[O-])cc2Cl)=N/C1=C\C=C\c1ccccc1 | 0.8
CCC(C)NC(=O)C(C)n1ncn2cccc2c1=O (centres undefined) | -9.5
CN=C(C)c1c(O)n(-c2ccccc2)c(=O)[nH]c1=O | -3.1
CC(NC(=O)c1ccco1)C(=O)Nc1ccnn1C1CCCC1 (centres undefined) | -0.2
C=C(Br)Cn1c(COc2ccc(Cl)cc2Cl)nc2ccccc21 | 15.3
O=c1c2ccccc2nc(SCc2ccccc2)n1-c1cccnc1 | -0.9
Cc1ccc(N2CC(C(=O)NCC(CO)Cc3ccsc3)CC2=O)cc1 (centres undefined) | -7.8

Further results:
SMILES | mcGAS MS inh
CCc1c(C(=O)c2[nH]c(C)c(C(C)=O)c2C)oc2ccc(F)cc12 | -8.3
O=C(C1CCCO1)N1CCN(S(=O)(=O)c2ccc(OC(F)(F)F)cc2)CC1 (centres undefined) | -10.1
O=C1N(Cc2ccc(F)cc2)CCCC1(O)CN1CCN(c2cnccn2)CC1 (centres undefined) | -6.8
Cn1c(=O)c2ccccc2n2c(COC(=O)C3(C#N)CCCC3)nnc12 | -5.3
C=CCNC(=O)NC(=O)COC(=O)CC1CCCC1 | -4.8
CC(=O)N1N=C(c2cccc(NS(C)(=O)=O)c2)CC1c1ccccc1O (centres undefined) | 1.5
NC(=O)c1cccc(Nc2nc(C(N)C3CCCCC3)cs2)n1 (centres undefined) | -9.3
CC(C)(C)NC(=O)CSc1ncnc2sc3c(c12)CCC3 | -1.9
CCC(=O)NCCn1nc(-c2cccnc2)ccc1=O | -3.8
COC(=O)[C@@H]1C[C@@H](NS(=O)(=O)c2ccc3c(c2)OCCN3C)CN1C | 3.5
CC(C)Sc1nc2ccccc2[nH]1 | -7.9
FC(F)n1c2ccccc2c2ccccc21 | 7.3
COC(=O)CCc1c(C)nc2c(c(-c3ccco3)nn2C2CCS(=O)(=O)C2)c1C (centres undefined) | -10.3
COCCN1CCC(CNC(=O)CCOc2cccc(C)c2C)C1 (centres undefined) | -3.4
CCS(=O)C1CCCC(NC(=O)NC2CCCC2SC)C1 (centres undefined) | -34.4
COc1cccc(-c2ccc(NC(=O)C3CCCN(C(=O)C4=CCCC4)C3)cc2)c1 (centres undefined) | 1.5

A second format for some results above:
> CCC(=O)NCCn1nc(-c2cccnc2)ccc1=O
  mcGAS MS inh: -3.8

> COC(=O)[C@@H]1C[C@@H](NS(=O)(=O)c2ccc3c(c2)OCCN3C)CN1C
  mcGAS MS inh: 3.5

> CC(C)Sc1nc2ccccc2[nH]1
  mcGAS MS inh: -7.9

> FC(F)n1c2ccccc2c2ccccc21
  mcGAS MS inh: 7.3

Molecules listed so far containing a COOH group, in the order listed:
SMILES | mcGAS MS inh
C=CCN1C(=O)C(CSCC(=O)O)NC1=S (centres undefined) | -3.3
Cc1cc(C)c(C)c(S(=O)(=O)Nc2cc(SCC(=O)O)c(O)c3ccccc23)c1C | -3.3

Following part.
SMILES | mcGAS MS inh
CC(C)(C)OC(=O)N[C@@H](CCC(N)=O)C(=O)NCCc1c[nH]c2ccccc12 | -4.1
CC(=O)c1ccccc1NCC(=O)NC(C)c1ccc(Cl)cc1Cl (centres undefined) | 4.1
O=C(OCc1cc(=O)oc2cc3c(cc12)CCC3)c1cc2ccccc2oc1=O | -43.5
Cc1ccc(Cn2nccc2NC(=O)c2ccc(S(=O)(=O)N3CCOCC3)cc2)cc1 | -2.9
O=C(Cn1nc(-c2ccccc2)oc1=O)N1CCC(C(=O)N2CCCCCC2)CC1 | -29.1
CCC(=O)N1CCN(c2ccc([N+](=O)[O-])cc2)CC1 | -3.5
CC(=O)NC(c1ccc(Cl)cc1)C1CCCCC1=O (centres undefined) | -14.4&24.6
CCCNC(C)(C)COC(=O)c1ccccc1 | -10.0&-4.3

The results go on.
Molecule	mcGAS MS inh
O=C(OCc1cc(Cl)c2c(c1)OCO2)C1CCN(C(=O)Nc2ccccc2)CC1	-2.1
O=c1c2cnc3ccnn3c2ccn1Cc1ccccc1	-3.0
CCN(CC)CCNC(=O)c1ccc(NC(C)=O)cc1	-3.5
CC(SCc1nc(N)nc(N(C)C)n1)C(=O)Nc1cc(F)ccc1F (centres undefined)	-5.8
Cc1ccoc1C(=O)N(C)CC(=O)c1ccc(O)cc1	-21.0
COc1ccc(C2N(c3cccc(Cl)c3C)C(=O)C2(F)F)cc1OC (centres undefined)	-7.7
CC(NC(C)c1ccccc1Cl)c1nc2ccccc2c(=O)[nH]1 (centres undefined)	-3.4
COc1ccc(CNCc2cccnc2Oc2ccc(C)nc2)cc1F	-1.5
O=C(c1coc(COc2ccc(F)cc2Cl)n1)N1CCC1c1cccs1 (centres undefined)	-13.3
CC1CCCCN1C(=O)COC(=O)c1c(NC(=O)c2ccco2)sc2c1CCC2 (centres undefined)	-24.2
Cc1cc(C(=O)Cn2ncc(Cl)c(Cl)c2=O)c(C)n1C	0.7
Cc1cc(C(=O)N(Cc2ccsc2)CC2CCCO2)cc(=O)[nH]1 (centres undefined)	5.2
O=S(=O)(CCNc1nccc(CCC(F)(F)F)n1)N1CCCC1	-14.3
COc1ccccc1CNC(=O)C1CCCN(c2cccc3c2C(=O)N(c2ccc4c(c2)COC4)C3=O)C1 (centres undefined)	2.0
O=c1[nH]nc(-c2ccncc2)n1CC1CCCCC1	-8.7

Next section, starting with the last 4 of the part before.
Molecule	mcGAS MS inh
Cc1cc(C(=O)N(Cc2ccsc2)CC2CCCO2)cc(=O)[nH]1 (centres undefined)	5.2
O=S(=O)(CCNc1nccc(CCC(F)(F)F)n1)N1CCCC1	-14.3
COc1ccccc1CNC(=O)C1CCCN(c2cccc3c2C(=O)N(c2ccc4c(c2)COC4)C3=O)C1 (centres undefined)	2.0
O=c1[nH]nc(-c2ccncc2)n1CC1CCCCC1	-8.7
O=C1CN(Cc2ccco2)C2CS(=O)(=O)CC2N1c1ccc(Cl)cc1 (centres undefined)	-2.4
O=C(Nc1ccc(-c2ccn[nH]2)cc1)C1CCCN(C2CCSCC2)C1 (centres undefined)	-2.4
Cc1noc(C2CCCCN2C(=O)c2cnn(Cc3ccccc3)c2)n1 (centres undefined)	-22.2
O=C(c1cn(Cc2ccccc2Cl)nn1)N1CCCC(c2ccccc2)CC1 (centres undefined)	-7.6
COc1ccc(CNC(=O)Nc2ccc3c(c2)N(S(=O)(=O)c2ccccc2)CCC3)cc1OC	-7.7
Cc1ccc2oc(C(=O)N3CCCC(c4nc5ccccc5o4)C3)c(C)c2c1 (centres undefined)	1.8
O=C(c1cccc(Br)c1)N1CCCC(OCc2ccccc2)C1 (centres undefined)	-4.8
S=c1nc(Nc2ccccc2Cl)c2ccccc2[nH]1	-13.0
CCOC(=O)c1sc(N)c(C(=O)OCC)c1CSc1nnc(NC(C)C)s1	-9.4
COc1ccc(C(=O)N=c2sccn2Cc2cccc(C(=O)NC3CC3)c2)cc1OC	-7.1
CCCOC(=O)C1=C(C)NC2=C(C(=O)CCC2)C1c1cc(OC)c(OC)c(OC)c1 (centres undefined)	-1.7
CN(CCCOc1cccc(Cl)c1)Cn1ncc2ccccc2c1=O	-19.8
Cn1nc(-c2nccn2CCN2CCOCC2)c2c(Cl)cccc21	-19.0
Cc1ccoc1C(=O)NCC1CCN(Cc2nc(C(C)C)cs2)C1 (centres undefined)	-25.0
CC(CN(C(=O)C1CCCO1)c1ccccc1)NC(=O)C1CCCO1 (centres undefined)	-10.5
CCOC(=O)N1CCC(NC(CC(C)C)c2cccnc2)CC1 (centres undefined)	-37.8
CC(=O)C(C)n1c(CN2CCN(c3ccc(F)cc3)CC2)nc2c1c(=O)n(C)c(=O)n2C (centres undefined)	-4.3
O=C(NS(=O)(=O)c1cccc(C(F)(F)F)c1)c1cnsn1	4.9
CC1Cc2ccccc2N1S(=O)(=O)CC12CCC(CC1=O)C2(C)C (centres undefined)	3.1
CC(C)(C)n1cc(CNCC2(N3CCSCC3)CCCC2)cn1	-2.7
CCc1cc2c(=O)n(C)c(=S)[nH]c2s1	-6.5
CCOC(=O)C1(CCCc2ccccc2)CCN(C(=O)c2nonc2C)CC1	0.0
CN1C(=O)C(S(=O)(=O)c2ccc(Cl)cc2)=C(N)C12CCC2	0.8
Cc1ccc(N2CCC(Cc3nn(C)c(=O)n3-c3ccccc3)CC2)nn1	-22.8
COC(=O)C1=C2c3ccc(OC)cc3CCC2(C)C(=O)C1 (centres undefined)	11.0
O=c1cc(SCc2ccccc2)c2ccccc2o1	0.5
O=C(Nc1ccccc1F)C1CCCN(S(=O)(=O)c2ccc(F)cc2)C1 (centres undefined)	-10.2
CC1(C(=O)NS(=O)(=O)c2ccc(Cl)s2)CCN1C(=O)c1cccc2ccccc12 (centres undefined)	-17.5
CC(=O)N1CCC(C(=O)OC(C)c2c(F)cccc2N(C)C)CC1 (centres undefined)	-1.2
Cc1ccc(NC(=O)c2nnc(COC(=O)CC3CC4CCC3C4)s2)cc1 (centres undefined)	-5.4
Cc1ccc(NC(=S)NN(C)c2nc(C)cnc2C)cc1	-24.9
CC(C)(C)c1ccc(CC(=O)N2CCC2(C)C(=O)NS(=O)(=O)c2cccc(Cl)c2)cc1 (centres undefined)	-9.5
